# M1 antag = antagonists of human M1 muscarinic receptor; inhibition, % at 3 µM; CHO-K1 hM1, Fluo-8 calcium fluorescence, ACh EC80 antagonist; 360,000 compounds, 1.3% hits; P11229;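 active means percent inhibition above its own plate's cutoff, namely the mean of that plate's compound wells plus 3 SD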;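 further: peak over basal fluorescence ratio during 140 s after agonist addition; 0% = ACh EC80 plus DMSO and 100% = DMSO alone without agonist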
# Target sequence (P11229 whole entry, looked up): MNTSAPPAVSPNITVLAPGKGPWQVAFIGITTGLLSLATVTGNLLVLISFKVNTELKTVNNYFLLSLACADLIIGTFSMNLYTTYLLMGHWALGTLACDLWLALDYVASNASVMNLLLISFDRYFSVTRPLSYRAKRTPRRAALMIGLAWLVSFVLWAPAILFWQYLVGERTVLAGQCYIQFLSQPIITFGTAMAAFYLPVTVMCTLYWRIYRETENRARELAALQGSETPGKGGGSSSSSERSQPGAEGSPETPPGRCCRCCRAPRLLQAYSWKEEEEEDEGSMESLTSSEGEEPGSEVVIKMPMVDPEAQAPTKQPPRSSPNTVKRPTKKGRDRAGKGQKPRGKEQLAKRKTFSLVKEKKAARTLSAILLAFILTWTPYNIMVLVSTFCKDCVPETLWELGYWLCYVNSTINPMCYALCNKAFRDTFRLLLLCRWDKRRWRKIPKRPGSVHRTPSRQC
# OXTR potentiate = human OXTR potentiation; 320,000 compounds, 0.061% hits; activation, % at 3 µM; CHO-OTR cells, Fluo-8 calcium fluorescence, potentiator mode; 0% = oxytocin EC15, 100% = EC100;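 active means activation above that plate's cutoff, the mean activation of tested compounds plus 3 SD, cut at about 6.6% in these data, passing the limit was not always enough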;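 further: 100% uses oxytocin at 75 nM as the full agonist control; some results filed as inactive read as strong as hits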
#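 System: human OTR in CHO cells / Also added: sub-maximal oxytocin, roughly EC15 / Control set: EC15 oxytocin low, 75 nM oxytocin high / Schedule: 6 min compound pre-incubation at room temperature, 100 s kinetic read / Compound: single-point 3.0 µM / Replication: singlicate / Technique: Fluo-8 calcium dye fluorescence / Read-out basis: % activation of max/min ratio relative to oxytocin controls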
# M1 ag parental = M1 agonist counterscreen hit in parental CHO-K1 cells. Fluo-8 calcium fluorescence; scaled to maximal ATP response, vehicle zero. activation, % at 3 µM. 360,000 compounds, 0.48% hits; in the data active means activation above about 15%;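 further: untransfected CHO-K1 host cells lacking M1 receptor as counterscreen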
# CHRM4 agonist = CHRM4 agonism in calcium assay; P08173; CHO-K1 hM4/Gqi5, Fluo-8 calcium fluorescence; vehicle 0%, full acetylcholine response 100%; activation, % at 3 µM; 360,000 compounds, 0.14% hits; AID 624127;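 active means activation above the run mean over all test wells plus 3 SD, cut at about 32% in these data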;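 further: peak over basal fluorescence ratio per well then scaled between controls; 0% = DMSO wells and 100% = acetylcholine at EC100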
# Target sequence (P08173 whole entry, looked up): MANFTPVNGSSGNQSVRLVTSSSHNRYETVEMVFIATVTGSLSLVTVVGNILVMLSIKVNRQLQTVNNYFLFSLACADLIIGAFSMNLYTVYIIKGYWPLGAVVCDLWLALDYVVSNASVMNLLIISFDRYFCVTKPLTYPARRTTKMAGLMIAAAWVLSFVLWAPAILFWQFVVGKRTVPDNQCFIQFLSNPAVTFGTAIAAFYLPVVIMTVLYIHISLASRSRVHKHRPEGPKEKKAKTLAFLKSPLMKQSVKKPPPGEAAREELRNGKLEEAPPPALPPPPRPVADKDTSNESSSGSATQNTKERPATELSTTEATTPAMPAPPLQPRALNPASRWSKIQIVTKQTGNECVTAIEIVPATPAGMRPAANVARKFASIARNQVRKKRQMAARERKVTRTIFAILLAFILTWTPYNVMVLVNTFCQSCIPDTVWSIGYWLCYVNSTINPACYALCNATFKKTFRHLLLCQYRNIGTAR
# M4 antag = CHRM4 antagonism in calcium assay; 360,000 compounds, 0.73% hits; P08173; CHO-hM4 cells, ACh EC80, Fluo-8 calcium fluorescence; inhibition, % at 3 µM;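 active means inhibition above its plate's cutoff, the mean inhibition of sample wells plus 3 SD, cut at about 27% in these data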;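 further: 0% = acetylcholine EC80 with DMSO and 100% = DMSO without agonist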
# CHO parental Ca = counter-screen: ATP calcium response change in parental CHO cells; parental CHO-K1, ATP-induced calcium, Fluo-8 fluorescence; inhibition, % at 5.6 µM; 330,000 compounds, 0.63% hits; AID 463079;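 active means inhibition above that plate's mean sample inhibition plus 3 SD, cut at about 26% in these data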;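 further: 0% = ATP-challenged DMSO wells and 100% = DMSO wells without ATP; some compounds past the cut are filed as inactive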
#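 Material: parental CHO cells / Compound: single nominal dose of 5.6 µM per compound / Signal: Fluo-8 fluorescence / Replicates: singlicate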
# M1 ag = agonists of human M1 muscarinic receptor; P11229; CHO-K1 hM1, Fluo-8 calcium fluorescence, agonist mode; 0% DMSO, 100% acetylcholine EC100; activation, % at 3 µM; 360,000 compounds, 0.33% hits; AID 588814;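 active means activation above the run's mean compound activation plus 3 SD, cut at about 16% in these data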;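 further: peak over basal fluorescence ratio within a 140 s kinetic read after compound addition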
# CHRM1 PAM = positive allosteric modulators of human M1 muscarinic receptor; P11229; CHO-K1 hM1, Fluo-8 calcium fluorescence, ACh EC20; 0% = ACh EC20, 100% = maximal ACh; activation, % at 3 µM; 360,000 compounds, 0.088% hits; AID 588819; in the data active means activation above about 19%, passing the limit was not always enough
# CHO-K1 Ca antag = counter-screen for M1 antagonists: effect in parental CHO-K1 cells; inhibition, % at 3 µM; 360,000 compounds, 0.6% hits; ATP-induced calcium, Fluo-8 fluorescence;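 active means inhibition above a per-plate cutoff, the plate's mean sample inhibition plus 3 SD, cut at about 24% in these data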;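 further: 0% = DMSO plus EC80 ATP and 100% = DMSO alone without ATP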
# Numbers without * were called inactive; . = no result given; & = joins results of further samples. Compounds were not picked by outcome; overall some 2.9% were active at least once.
SMILES,M1 antag,OXTR potentiate,M1 ag parental,CHRM4 agonist,M4 antag,CHO parental Ca,M1 ag,CHRM1 PAM,CHO-K1 Ca antag
NC1=NC[C@H](Cc2ccc(O)cc2)N1CCc1cccc2ccccc12,17,-4,-0.3,2,17,-6,-13,-16,-7
O=C(Nc1cccc(-n2cnnn2)c1)c1cc(Cl)ccc1Cl,8,-10,2.1,4,3,-4,-3,2,4
CCC1Sc2ccccc2N(CC(=O)NCc2ccc3c(c2)OCO3)C1=O (stereo not drawn),22,-2,7.6,20,10,-10,-4,-19,-1
c1cc(-c2nn[nH]n2)ccc1CN1CCCCC1,11,-21,-0.2,2,-23,9,-5,-5,-11
O=C(Nc1ccn(Cc2ccccc2F)n1)c1ccc(COc2ccccc2Cl)cc1,19,-9,6.6,11,10,13,1,-15,-12
Cc1ccn2c(NC3CCCC3)c(-c3ccncc3)nc2c1,-10,4,1.7,2,2,-21,-6,7,-12
CNC(=O)COC(=O)/C=C/c1cccs1,-6,-17,-0.3,0,-10,-2,-4,9,-18
O=C(COC(=O)c1cc(S(=O)(=O)N2CCOCC2)ccc1Cl)Nc1ccccc1Cl,-1,.,4.4,10,-5,.,-2,-2,-2
Cc1ccc(-c2n[nH]c(=S)n2/N=C/c2cc3c(cc2[N+](=O)[O-])OCO3)cc1,-4,1,-0.2,0,7,-1,-4,4,0
Cn1nc(CC(=O)NC2CCCCCC2)c2ccccc2c1=O,12,-10,4.5,9,0,7,2,-10,10
COC(=O)c1ccc(OCC(O)CNC2CCCC2)cc1 (stereo not drawn),-2,0,0.4,1,1,-20,-8,-3,-6
Cc1cc2ccccn2c1C(=S)NC(=O)c1ccccc1,-1,-4,-0.6,1,15,-6,-12,5,-3
C/C(=N\OC(=O)Nc1ccccc1)c1cnn(-c2cc(C(F)(F)F)cc(C)n2)c1C,-8,4,0.0,0,1,-10,-1,12,7
O=C(Nc1cccc(Cl)c1)ON1CCCCC1,-2,.,1.1,4,10,.,0,-1,-12
O=C(CCc1nc(-c2ccccc2F)no1)Nc1cccnc1,0,-4,1.7,2,11,-9,0,1,1

# Some values from above:
# `Cc1ccn2c(NC3CCCC3)c(-c3ccncc3)nc2c1` in M1 ag parental shows 1.7
# `O=C(Nc1cccc(Cl)c1)ON1CCCCC1` in M1 ag shows 0
# `C/C(=N\OC(=O)Nc1ccccc1)c1cnn(-c2cc(C(F)(F)F)cc(C)n2)c1C` in CHRM4 agonist shows 0
# `O=C(CCc1nc(-c2ccccc2F)no1)Nc1cccnc1` in OXTR potentiate shows -4
# `O=C(Nc1cccc(-n2cnnn2)c1)c1cc(Cl)ccc1Cl` in CHO parental Ca shows -4
# `Cn1nc(CC(=O)NC2CCCCCC2)c2ccccc2c1=O` in M4 antag shows 0

# (continued)
SMILES,M1 antag,OXTR potentiate,M1 ag parental,CHRM4 agonist,M4 antag,CHO parental Ca,M1 ag,CHRM1 PAM,CHO-K1 Ca antag
Cc1cc(Cl)c2oc(C(=O)N(C)CCCN3CCOCC3)c(C)c2c1,-1,-7,9.3,17,-2,-19,0,-3,-2
CCCCC(=O)Nc1nc2ccc3nc(C)sc3c2s1,1,-3,-0.5,-1,-10,-18,-4,-4,-19
CCOc1cc(C(=O)NCCC(=O)N2CCC3(CC2)NCCc2[nH]cnc23)cc(OCC)c1OCC,2,-1,0.5,0,6,-9,-5,2,-5
COc1cc(S(=O)(=O)NCc2ccncc2)c(OC)cc1Cl,-12,-9,1.2,2,-6,-15,-9,12,-14
CCN1CCN(c2cc(C)c3cc(NC(=O)c4cccs4)ccc3n2)CC1,-12,1,0.1,1,7,-12,-7,9,-2
C=CCn1c(-c2ccc3[nH]c(C)c(C)c3c2)n[nH]c1=S,2,-21,2.7,9,8,3,-1,0,-3
COc1cccc(C(=O)Cn2c(NCCCO)nc3ccccc32)c1,-2,-15,1.8,3,3,-11,-5,1,-9
CCc1ccc(C(=O)COC(=O)c2n[nH]c3ccccc23)cc1,5,1,0.4,1,-6,-11,-4,3,-13
Fc1ccc(CSc2nnc(-c3cnccn3)n2Cc2ccco2)cc1,-3,-1,1.6,2,-1,-11,-6,0,-11
Cc1ccc(C(=O)NCc2cccc(C(F)(F)F)c2)cc1S(=O)(=O)N1CCCCC1,6,.,1.6,4,4,.,-2,-5,6
Clc1ccc(-c2csc(-c3ccno3)n2)cc1,1,-5,-0.1,-2,3,-10,-4,-4,-9
COc1cccc(N2CCN(c3ccc4nnc(CCC(=O)Nc5ccccn5)n4n3)CC2)c1,15,-7,2.4,4,-8,-4,-2,1,-11
COc1ccc(Cl)cc1N(C(=O)c1ccco1)C(C(=O)NC1CCCC1)c1cccnc1 (stereo not drawn),-17,-12,1.8,1,0,-26,-3,11,-9
Cc1cc2nc(-c3ccc(Cl)cc3)c(Cc3ccsc3)n2c(C)c1Br,.,.,0.2,1,-9,.,.,.,-17
COCCNS(=O)(=O)c1cc(C)c(C)cc1C,-7,-5,8.7,1,-9,-5,-5,5,-6
COc1ccc(NC(=O)CCC(=O)Nc2nnc(CC(C)C)s2)cc1Cl,-7,0,0.3,0,-11,-21,-1,8,-16
COc1ccc(NC(=O)c2nc[nH]c2C(=O)N(C)CCO)cc1,-12,.,-0.1,1,3,.,0,3,-3
COc1ccc2cc(C(=O)NC3CCCCC3)c(=O)oc2c1,-6,.,0.3,0,-2,.,-4,3,-9
Cc1cc2oc(=O)cc(CN3CCOCC3)c2cc1Cl,2,-5,0.2,2,-6,2,-3,-1,-14
CCN1C(=O)[C@H]2[C@H]3CN=C(SCC(=O)c4ccccc4)N3[C@@](C)(C(=O)OC)[C@H]2C1=O,-11,.,0.1,2,-18,-7,1,17,4
O=C1CC2(CCN(C(=O)c3ccc(Br)cc3)CC2)Oc2ccccc21,0,-13,4.4,5,-4,-20,-4,0,-9
N#C/C(=C/c1cccc([N+](=O)[O-])c1)c1nnc2n1CCCCC2,-6,-3,0.9,1,9,-6,-5,7,-5
COc1ccc(CC(=O)Oc2ccc(C#N)cc2)cc1,1,-8,1.3,1,-2,2,1,-1,-5
CCOc1ccccc1N(C(=O)CNC(=O)c1ccco1)C(C(=O)NC1CCCC1)c1ccncc1 (stereo not drawn),-11,-2,0.3,1,3,-3,-4,8,-17
COc1ccc(CC(=O)NCC(=O)N/N=C/c2sccc2C)cc1,-13,-6,0.7,1,0,11,0,10,0
CC1(C)CC(=O)C(N=Nc2ccc(Br)cc2)=C(O)C1,-9,-4,2.5,2,-2,-1,-1,5,-12
O=C(NCc1ccccc1)c1cccc2c(-c3ccc(F)c(F)c3)coc12,-10,.,2.2,4,-16,.,-4,0,-17
Cc1ccc(NC(=O)CN(C)C(=O)c2cn(Cc3ccccc3)nc2-c2cccnc2)cc1,-3,.,2.1,5,-2,.,-6,1,-11
O=C(c1ccccc1Cl)N1CCN(S(=O)(=O)c2cccs2)CC1,-2,-6,1.3,1,9,-2,-3,0,-8
COc1ccc(N=C/C=C2/C=C(c3ccccc3)OC(C)(C)O2)cc1,-6,6,0.7,0,-3,-18,-8,5,-11
O=c1[nH]c(/C=C/c2ccc(Cl)cc2Cl)c([N+](=O)[O-])c(=O)[nH]1,-7,-8,-0.1,1,1,-8,-2,0,-9
O=C(c1ccccc1F)N1CCC(O)(c2cccnc2)CC1,-7,-6,0.1,0,5,-6,-4,4,-1
CC(=O)NCCNc1nc2cc(-c3cccc(C(F)(F)F)c3)sc2c(=O)n1C,-8,.,1.6,4,-9,.,-2,4,-3
COc1ccc(CCCN2CCC(CN3C(=S)NC[C@@H]3Cc3ccccc3)CC2)cc1OC,10,.,0.1,0,15,.,1,-7,6
NC(=O)SCC(=O)Nc1ccc(Cl)cc1,-14,-9,3.8,5,-5,-6,0,11,-6
CCOc1ccc(-c2nnc(SCC(=O)Nc3cc(C)on3)o2)cc1,1,-13,1.6,5,4,-3,-5,2,-10
O=C(COC(=O)CN1C(=O)NC2(CCCC2)C1=O)Nc1c(Cl)cccc1C(F)(F)F,-13,-4,1.1,2,6,3,-1,8,-2
O=C(NCCc1ccccc1)c1cccc(N2C(=O)C3CC=CCC3C2=O)c1 (stereo not drawn),2,-9,4.5,7,10,-9,-4,0,-5
CC1CC(C)(C)Nc2ccc(OC(=O)c3ccco3)cc21 (stereo not drawn),-4,-6,0.0,0,13,-4,3,3,-7
COc1cccc(NC(=O)CCCn2c(=O)[nH]c3ccccc3c2=O)c1,-7,-8,0.5,2,-8,-28,0,5,-8
CC1(C)C(/C=C/C=C/C=C/C=C2\N(CCCCS(=O)(=O)O)c3ccc4ccccc4c3C2(C)C)=[N+](CCCCS(=O)(=O)[O-])c2ccc3ccccc3c21,-37,-8,0.5,0,-11,-11,-7,10,-14
COc1cccc(C2C(C#N)=C(N)N(N(C)C)C3=C2C(=O)CCC3)c1 (stereo not drawn),-2,-3,0.6,0,8,-9,-3,5,-3
CCOC(=O)N1CCC(Nc2c(NCCCN(CC)Cc3ccccc3)c(=O)c2=O)CC1,1&3,-4,0.4&0.4,0&0,-2&6,-8,-7&-12,-6&-4,-1&-5
CNc1ccc(/C=C/C(=O)c2cccc3ccccc23)cc1[N+](=O)[O-],-13,-2,-0.1,0,-7,-18,-9,7,-2
COC(=O)Nc1nnc(COc2ccccc2)s1,-6,-7,1.0,1,3,-14,-3,6,-7
CCCCNC(=O)N1CCN(S(C)(=O)=O)CC1,1,-5,-0.1,0,11,-6,-4,-4,8
COc1ccc2c(c1)CC/C2=N\OC(=O)c1ccccc1OC,-10,-5,1.3,2,-5,-27,-8,8,-8
Cc1cccc(OCc2ccc(C(=O)Nc3ccc(F)cc3)cc2)c1,-2,-2,1.0,1,-7,-8,-9,2,-14
CN=c1sc2ccccc2n1CC(O)COCc1ccco1 (stereo not drawn),3,-2,0.9,0,1,-4,-5,0,-9
COC(=O)Cn1c(=NC(=O)c2cc(OC)c(OC)c(OC)c2)sc2cc(OC)ccc21,-3,-4,0.2,2,-11,-4,-2,11,4
O=C(COC(=O)CN1C(=O)COc2ccccc21)NCc1ccc(F)cc1,-1,4,0.7,1,-2,1,-5,-1,4
Cc1nnc(SCC(=O)NCCc2ccccc2)s1,-6,-8,-0.2,1,0,-3,8,20,21
COc1cc(NC(=O)COc2ccccc2[N+](=O)[O-])ccc1NC(=O)c1cccs1,-5,.,0.5,5,3,.,0,11,6
CCC1CN(S(=O)(=O)c2cc(-c3cc(C)no3)ccc2OC)c2cc(C)ccc2O1 (stereo not drawn),1,-11,0.9,1,-3,-28,-2,0,-10
CCOC(=O)C1Oc2ccccc2C(c2ccc(OC)cc2)=C1C(=O)OC (stereo not drawn),-2,.,-0.1,-1,-6,-15,-6,-2,-6
Cc1ccc(NC(=O)c2ncn(CCCN[C@H](C)c3cccc4ccccc34)n2)cc1C,-3,.,4.5,13,-3,.,9,6,-13

# Two neighbouring compounds out of the list so far:
SMILES,M1 antag,OXTR potentiate,M1 ag parental,CHRM4 agonist,M4 antag,CHO parental Ca,M1 ag,CHRM1 PAM,CHO-K1 Ca antag
CCCCNC(=O)N1CCN(S(C)(=O)=O)CC1,1,-5,-0.1,0,11,-6,-4,-4,8
COc1ccc2c(c1)CC/C2=N\OC(=O)c1ccccc1OC,-10,-5,1.3,2,-5,-27,-8,8,-8

# Source: PubChem (The Scripps Research Institute Molecular Screening Center)
